Screens from PubChem.
BoNT F protease = blocks Botulinum neurotoxin F light chain protease; Multiplex microsphere protease cleavage assay, flow cytometry; inhibition, % at 10 µM; 360,000 compounds, 0.22% hits; in the data active means inhibition above about 35%, passing the limit was not always enough; inconclusive means no clear call, values can overlap the other calls; further: plate controls were buffer without enzyme for full effect and enzyme alone for no effect
PriA SSB inh = inhibitors of Klebsiella pneumoniae PriA binding to SSB C-terminal tail; AlphaScreen SSBct-PriA binding, biotinylated peptide; inhibition, % at 33 µM; 430,000 compounds, 0.6% hits; AID 1272365; in the data active means inhibition mostly above about 37%, no sharp cut-off; inactive means mostly below about 20%;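 further: plate controls were negative control peptide for no effect and reference peptide for full effect; strong numbers were not always called active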
Rv3671c inh = inhibitors of M. tuberculosis serine protease Rv3671c | AID 2606 | P9WHR9 | inhibition, % at 5.96 µM | 320,000 compounds, 0.048% hits; in the data active means inhibition above about 38%;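 further: extracellular domain of Rv3671c used as enzyme; 0% = enzyme with DMSO and 100% = no enzyme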
Target sequence (P9WHR9 whole entry, looked up, the tested form may be a part): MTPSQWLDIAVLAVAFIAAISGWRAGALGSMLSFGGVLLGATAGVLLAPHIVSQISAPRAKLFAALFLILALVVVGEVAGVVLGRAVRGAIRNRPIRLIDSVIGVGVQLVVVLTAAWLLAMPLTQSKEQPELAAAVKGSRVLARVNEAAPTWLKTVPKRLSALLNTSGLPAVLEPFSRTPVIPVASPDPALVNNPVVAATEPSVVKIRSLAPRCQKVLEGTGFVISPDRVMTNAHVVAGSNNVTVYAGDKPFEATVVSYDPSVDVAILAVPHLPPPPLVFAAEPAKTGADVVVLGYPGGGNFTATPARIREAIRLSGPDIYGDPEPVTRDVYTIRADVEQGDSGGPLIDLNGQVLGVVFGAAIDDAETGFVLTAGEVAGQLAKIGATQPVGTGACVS
SARS 3CLpro inh = SARS-CoV 3CLpro protease inhibition. P0C6X7. recombinant SARS-CoV 3CLpro, quenched FRET peptide cleavage. inhibition, % at 6 µM. 290,000 compounds, 0.14% hits; in the data active means inhibition above about 12%
MazF activator = MazEF (E. coli) toxin RNase activation; 350,000 compounds, 0.32% hits; P0AE70; activation, % at 20 µM; FAM/BHQ RNA-DNA oligo cleavage fluorescence, 5 h; in the data active means activation above about 50%
Target sequence (P0AE70 whole entry, looked up): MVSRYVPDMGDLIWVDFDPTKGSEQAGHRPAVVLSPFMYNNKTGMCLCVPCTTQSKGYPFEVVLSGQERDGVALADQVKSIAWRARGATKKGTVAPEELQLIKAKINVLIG
CCHFV vOTU inh = blocks the CCHF virus ovarian tumor domain protease. CCHFV vOTU protease, Pep-AMC fluorescence. inhibition, % at 11.5 µM. 370,000 compounds, 0.55% hits; in the data active means inhibition above about 30%; further: 0% = vehicle wells with enzyme and 100% = no enzyme wells
PrPC TRFRET = inhibitors of human cell surface prion protein PrPC | P04156 | TR-FRET read-out | inhibition, % at 13.8 µM | 370,000 compounds, 0.43% hits | AID 720596; in the data active means inhibition above about 24%; further: 0% = median of the test wells and 100% = reference compound wells
BoNT-A LC inh2 = blocks Botulinum neurotoxin A light chain protease | 360,000 compounds, 0.17% hits | inhibition, % at 10 µM | multiplex microsphere protease substrate cleavage, flow cytometry; further: plate controls were buffer without enzyme for full effect and enzyme alone for no effect
Anthrax LF prot = anthrax lethal factor protease inhibition | P15917 | multiplex microsphere protease cleavage assay, LF | inhibition, % at 10 µM | 360,000 compounds, 0.12% hits; further: plate controls were buffer without enzyme for full effect and enzyme alone for no effect
DUSP3 inh = inhibitors of human VHR1 phosphatase (DUSP3). recombinant VHR phosphatase, pNPP absorbance. AID 1654. inhibition, % at 13.3 µM. 290,000 compounds, 0.52% hits. P51452; in the data active means inhibition above about 50%; further: some compounds called inactive have numbers as strong as hits
Target sequence (P51452 whole entry, looked up): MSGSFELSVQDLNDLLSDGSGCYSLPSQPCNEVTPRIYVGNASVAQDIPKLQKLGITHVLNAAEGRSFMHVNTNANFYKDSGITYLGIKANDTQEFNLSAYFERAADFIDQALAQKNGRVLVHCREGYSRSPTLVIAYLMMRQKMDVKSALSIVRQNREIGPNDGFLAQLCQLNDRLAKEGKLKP
* hit, by the source's call; ? = inconclusive; · = no result given; & = joins results of further samples. Unless noted, no stated cut-off is given here; in the data, active means inhibition above about 30%; inconclusive means no clear call, values can overlap the other calls; inactive means below that. This is a subset; count on the stated rates, not on these rows.

SMILES	BoNT F protease	PriA SSB inh	Rv3671c inh	SARS 3CLpro inh	MazF activator	CCHFV vOTU inh	PrPC TRFRET	BoNT-A LC inh2	Anthrax LF prot	DUSP3 inh
COCc1ccc(C(=O)N2CCCC(N(C)CCc3ccc(OC)c(OC)c3)C2)s1 (centres undefined)	5.8	5.6	-1.8	-1.9	6.8	-7.5	-6.0	-0.5	-2.4	22.5
CCN1C(=O)/C(=C/c2ccc(OC)c(OC)c2)N=C1SCC(=O)NCc1ccco1	-6.8	-2.5	-9.1	0.3	9.4	1.4	-1.6	-0.2	-2.6	-1.5
Fc1ccc(-n2nnc(-c3cccnc3)n2)cc1	2.5	-3.0	-6.2	-5.0	10.5	5.3	5.5	0.1	3.3	17.5
Nc1cc(N)nc(SCC(=O)NCCC2=CCCCC2)n1	·	8.9	-4.3	·	7.2	3.5	10.2	·	·	·
Cc1cc(NC(=O)COC(=O)c2cc3c(s2)CCC(C)C3)no1 (centres undefined)	-21.2	-11.8	-14.4	1.0	2.3	13.3	-0.6	-0.1	4.3	18.9
COc1ccc(S(=O)(=O)NNC(=O)c2ccc([N+](=O)[O-])cc2)cc1	-16.4	-4.7	1.0	-0.7	-1.4	-0.4	-18.9	-5.5	0.9	-6.4
COCC(=O)NC1CCCCCC1	?	-6.8	6.7	0.0	3.1	-0.1	1.1	?	-7.6	21.3
CCOCCCN(C)C1CCN(C(=O)c2oc3ccccc3c2NC(=O)c2cccc([N+](=O)[O-])c2)CC1	-1.5	-7.2	-2.4	0.5	3.0	1.0	-9.3	1.2	0.3	-3.0
COC(=O)C(CCSC)NC(=O)c1cccc([N+](=O)[O-])c1 (centres undefined)	-7.4	-23.7	4.0	1.0	0.4	-17.2	-8.0	-0.4	-3.0	21.4
COc1cc(S(=O)(=O)NC2CC(C)(C)NC(C)(C)C2)c(OC)cc1Cl	?	-12.0&-1.3	-0.3	4.6	-34.6	-16.4	-5.2	0.5	9.1	16.6
CCc1ccccc1N1C(=O)c2ccccc2S1(=O)=O	-5.6	-2.4	7.1	1.6	4.6	-17.7	12.0	2.1	3.2	-11.0
O=C(CSc1nc2ccccc2c(=O)[nH]1)Nc1ccccc1O	2.5	2.5	-2.9	1.0	-1.3	8.3	4.7	1.9	-1.0	18.1
COc1ccc(CNC(=O)CN(Cc2ccccc2F)C(=O)c2csnn2)cc1	10.2	-3.9	-5.9	2.1	-23.6	10.7	1.2	-5.4	5.4	22.4
CCc1ccc(C(=O)/C=C/c2ccc([N+](=O)[O-])o2)cc1	-11.6	9.1	-21.6	-10.0	-2.5	0.2	3.6	3.3	7.4	24.9
CNC(=O)c1ccccc1Nc1ccc(SC(F)F)cc1	-35.1	-16.9	0.1	4.7	-13.9	1.7	-3.9	-2.8	-7.2	-6.1
CCN(CC)S(=O)(=O)c1cc(NC(=O)CN2C(=O)NC(C)(c3ccccc3)C2=O)ccc1C (centres undefined)	-6.4	-10.8	-9.2	1.4	0.6	34.2*	-4.1	-1.9	-11.3	-2.7
COc1cccc(CN2CCN(C(=O)c3cc(-c4ccncc4)nc4ccc(C)cc34)CC2)c1	4.2	1.2	8.6	-6.4	1.8	7.2	-7.7	2.2	-0.6	9.6
CCOc1ccc(N/C(=N/c2nc(C)cc(C)n2)NC(C)=O)cc1	?	·	-1.1	0.8	4.3	8.3	-0.9	2.2	-1.2	7.4
CCN(C[C@H]1N[C@@](CC)(C(=O)OC)[C@H]2C(=O)N(C)C(=O)[C@@H]12)C(=O)Nc1ccccc1	2.9	-16.1	-4.0	·	4.9	1.9	0.8	-0.3	-2.1	·
Cc1csc(SCC(=O)Nc2sccc2C(N)=O)n1	-9.2	-6.0	-5.8	0.5	-5.2	5.9	16.2	0.1	-2.4	14.7
O=C(NCc1nc(-c2ccc(Cl)cc2)no1)c1ccc2c(c1)OCO2	5.1	0.8	-8.4	-2.5	2.8	7.7	-3.4	0.6	-2.4	31.7
COc1cccc(CN(C)C(=O)c2ccc(NC(=O)CC3SC(N4CCCC4)=NC3=O)cc2)c1OC (centres undefined)	15.1	-5.1	-1.3	·	-4.8	6.5	-2.9	-4.4	0.0	·
COCCOc1ccc(C(F)(F)F)cc1Nc1nc2ccccc2o1	1.0	-15.1	2.6	6.1	-0.8	14.4	-8.0	-0.1	-1.0	26.7
CC(Oc1ccccc1)C(=O)N/N=C/c1ccccn1 (centres undefined)	-17.5	·	5.7	-0.5	7.4	-6.7	4.1	-2.6	-2.6	14.0
CC(C)Oc1ccc(C(=O)Nc2ccccc2N2CCCC2)cc1	-9.0	-4.7	-1.7	-0.2	5.9	11.2	4.8	-0.5	-1.3	30.9
CCC(CC)C(=O)Nc1ccc([N+](=O)[O-])cn1	1.4	-5.2	-0.8	0.8	3.2	8.7	-20.4	0.0	0.5	26.9
O=C(CS(=O)(=O)c1ccc(F)cc1)N1CCN(c2ccccc2)CC1	·	-10.4	0.7	·	-1.8	8.8	2.7	·	·	·
CCCCn1c(N)c(N(Cc2ccccc2OC)C(=O)COc2ccccc2C#N)c(=O)[nH]c1=O	-2.2	-9.3	3.2	2.2	11.2	6.0	-7.1	-0.6	-0.8	13.1
O=C(COc1ccccc1[N+](=O)[O-])N(Cc1cccc(Br)c1)C1CCS(=O)(=O)C1 (centres undefined)	-2.6	7.0	-9.6	11.6	-6.9	17.2	-12.3	-1.1	7.5	-10.2
COc1cccc(NC(=O)c2cccnn2)c1	-4.9	-7.5	-11.9	0.0	-10.3	-11.6	4.7	-1.7	-7.8	5.8
COc1ccccc1CC(=O)N(Cc1ccccc1)c1ccc(C)cc1	-8.1	-23.4	-6.3	4.1	-1.7	16.4	1.0	-4.5	0.4	15.0
CCOc1cc(C(=O)N2CCN(c3ccc(C(C)=O)cc3)CC2)cc(OCC)c1OCC	-16.7	-2.5	-1.3	-3.3	5.6	2.3	-4.7	-0.7	-4.9	5.0
CCOC(=O)N1CCN(C(=O)COc2cccc3c2CCN(CC)C3=O)CC1	-1.8	-3.2	0.0	-0.2	-10.2	4.1	0.4	0.2	-6.7	31.3
CC(OC(=O)CN1C(=O)NC2(CCCC2)C1=O)C(=O)c1ccccc1 (centres undefined)	-193.5	0.0	3.0	·	11.4	14.4	0.3	-129.1	-24.8	·
CC(C)[C@H](NC(=O)NC1CCCC1)C(=O)O	1.6	-21.9	-1.4	-5.2	3.8	-3.3	-4.8	-0.8	-5.2	9.9
COc1ccccc1-n1c(SCC(=O)N2CCCC2)nnc1-c1ccccc1	-4.2	7.7	1.3	1.6	0.9	-7.7	-1.3	0.5	1.7	26.3

Overlap with the part before: four compounds, followed by the next part.
SMILES	BoNT F protease	PriA SSB inh	Rv3671c inh	SARS 3CLpro inh	MazF activator	CCHFV vOTU inh	PrPC TRFRET	BoNT-A LC inh2	Anthrax LF prot	DUSP3 inh
CCOC(=O)N1CCN(C(=O)COc2cccc3c2CCN(CC)C3=O)CC1	-1.8	-3.2	0.0	-0.2	-10.2	4.1	0.4	0.2	-6.7	31.3
CC(OC(=O)CN1C(=O)NC2(CCCC2)C1=O)C(=O)c1ccccc1 (centres undefined)	-193.5	0.0	3.0	·	11.4	14.4	0.3	-129.1	-24.8	·
CC(C)[C@H](NC(=O)NC1CCCC1)C(=O)O	1.6	-21.9	-1.4	-5.2	3.8	-3.3	-4.8	-0.8	-5.2	9.9
COc1ccccc1-n1c(SCC(=O)N2CCCC2)nnc1-c1ccccc1	-4.2	7.7	1.3	1.6	0.9	-7.7	-1.3	0.5	1.7	26.3
COc1cccc(/C=N/n2cncn2)c1OCC#N	7.7	·	2.3	0.4	6.9	-8.2	-4.8	-0.9	-4.2	10.8
C[C@@H]1CN([C@@H](C)CO)C(=O)c2cc(Br)cnc2O[C@H]1CN(C)C(=O)CCN1CCCCC1	-4.4	·	·	·	7.0	-3.3	15.7	-0.2	-4.8	·
COc1ccc(C(C)=O)cc1Cn1c(=O)cc(C)[nH]c1=O	3.7	-1.0	-5.4	-2.8	9.6	-2.2	-0.5	-1.7	3.1	5.1
CCC(C)N(C(=O)COc1ccccc1C(=O)NCc1ccccc1)C1CCS(=O)(=O)C1 (centres undefined)	-5.9	7.5	-3.0	-3.7	2.0	-1.0	8.6	-2.2	-1.9	7.4
COc1cc2c(cc1OC)C(c1ccccc1F)NCC2 (centres undefined)	11.8	-7.3	1.6	-5.4	-4.2	-2.5	-2.3	-0.3	-7.8	8.1
O=C(COC(=O)CCOc1ccccc1)Nc1ccc(Cl)cn1	-3.5	-17.1	1.0	5.2	3.7	3.8	1.0	0.7	-0.3	-1.8
Cc1nnn(C23CC4CC(CC(C(=O)NN)(C4)C2)C3)n1	-9.7	-6.2	-7.1	2.7	6.8	13.8	-6.6	-1.5	-0.3	-11.3
Cc1nnc(SCC(=O)N2CCC(C(N)=O)CC2)s1	-6.3	-28.3	4.1	0.4	2.8	0.7	-1.1	-0.2	-3.9	7.5
CCc1ccc2nc(N(CCCN(C)C)C(=O)c3ccc(S(=O)(=O)N4CCc5ccccc5C4)cc3)sc2c1	-8.7	-10.0	-0.6	-0.6	-12.6	3.0	-6.8	0.1	-1.9	10.1
Cc1ccc(N(C(=O)c2csnn2)C(C(=O)NC(C)(C)C)c2ccncc2)cc1 (centres undefined)	0.5	-4.6	-1.8	2.0	-1.9	-3.9	8.2	-0.4	-0.7	19.7
CCc1ccc(/C=N/NC(=O)c2c[nH]c3ccccc23)s1	-9.8	·	6.0	0.5	9.7	12.0	-0.5	-0.9	-2.7	-5.3
COc1ccc(C(=O)N/N=C/c2ccc(OC)c(CN3CCN(c4ccc(F)cc4)CC3)c2)cc1	-1.1	·	-1.3	2.7	-2.9	28.5	-0.7	-0.5	-2.9	-4.7
CCOC(=O)C(=CNc1cc(Cl)c(-c2ccco2)c(Cl)c1)C(=O)OCC	?	-3.7	0.1	6.4	-6.6	-1.5	-1.6	0.6	2.6	8.5
COc1ccccc1/C=C/c1onc(C)c1S(=O)(=O)N1CCC(C(=O)NC2CCCCCC2)CC1	-6.2	2.0	-6.1	2.7	7.0	2.7	1.8	-0.5	0.5	22.8
CN(C)Cc1c(-c2ccc(Cl)cc2)nc2ccc(Cl)cn12	6.4	0.4	0.7	3.6	-0.3	3.3	-10.3	-1.0	1.7	29.8
CCC1(c2ccccc2)NC(=O)N(CC(=O)N(CC(=O)Nc2ccccc2C(F)(F)F)Cc2ccco2)C1=O (centres undefined)	-7.6	1.9	-10.7	·	0.3	-5.1	-4.0	-7.5	5.9	·
CC(=O)Nc1cccc(C(=O)NCCc2ccco2)c1	8.1	-6.3	-5.5	0.3	11.3	16.9	-7.6	3.1	-5.0	-7.2
CCOc1ccc(N(CC(=O)NC2CCCCCC2)S(=O)(=O)c2c(C)noc2C)cc1	-5.2	1.9	2.5	-2.7	12.2	3.2	6.9	-0.2	-0.4	33.5
CC(=O)N1CCc2cc(Br)cc(S(=O)(=O)NCCCN(C)Cc3ccccc3)c21	25.5	2.6	11.0	-1.9	6.9	-21.9	0.2	-0.3	1.5	14.4
Oc1cc(O)c2c(c1)OC(c1ccc(O)c(O)c1)C(O)C2 (centres undefined)	-10.9	-1.8	-2.2	·	17.7	3.8	-1.9	-1.6	-9.8	·
COCCn1c(C)cc(C(=O)CN2c3cccc4cccc(c34)S2(=O)=O)c1C	-1.7	-1.0	-12.0	·	11.9	-6.0	-3.1	-0.6	-0.7	·
COc1ccc2oc(C)c(C(=O)c3ccc(C)cc3)c2c1	6.8	13.7	·	-0.5	-5.0	-8.7	1.6	-4.2	6.1	-3.8
CSc1ccc(C(c2c(C)[nH][nH]c2=O)c2c(C)[nH][nH]c2=O)cc1	?	2.7	-16.6	3.6	12.4	-1.9	-5.5	1.1	10.0	30.3
COc1ccc(CC(=O)Nc2ccc(C)cc2O)cc1S(=O)(=O)N1CCOCC1	-5.4	-0.4	6.0	·	-0.7	-3.8	5.2	1.1	3.7	·
